Screens from PubChem BioAssay.
Runt-SMMHC FRET: blocks binding of human RUNX1 Runt domain to CBFb-SMMHC. inhibition, % at 20 µM. AID 1434. Q01196+Q13951. Cerulean-Runt/Venus-CBFb-SMMHC FRET ratio 530/480, 1 h. 220,000 compounds, 0.74% hits;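 active = mean inhibition across duplicate retests at 20 µM reaching about 50%, limit read from the data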;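 also: 0% = DMSO wells and 100% = wells with excess untagged CBFb-SMMHC; inhibitors lower the FRET ratio by blocking Runt binding to CBFb-SMMHC; some results filed as inactive read as strong as hits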
Mdm2 ligase inh: Mdm2 E3 ligase (human) inhibition | cell-based MDM2 ubiquitination luciferase reporter, 2 h; 0 = plate control, 100 = twice control, blank-subtracted | signal enhancement, % at 5 µM | 210,000 compounds, 0.11% hits;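 active = signal enhancement of 30% or more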;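 also: luminescence tracks abundance of the self-degrading MDM2-luciferase fusion protein; higher signal means inhibition of MDM2 E3 ligase activity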
Target sequence (Q00987 whole entry, looked up, the tested form may be a part): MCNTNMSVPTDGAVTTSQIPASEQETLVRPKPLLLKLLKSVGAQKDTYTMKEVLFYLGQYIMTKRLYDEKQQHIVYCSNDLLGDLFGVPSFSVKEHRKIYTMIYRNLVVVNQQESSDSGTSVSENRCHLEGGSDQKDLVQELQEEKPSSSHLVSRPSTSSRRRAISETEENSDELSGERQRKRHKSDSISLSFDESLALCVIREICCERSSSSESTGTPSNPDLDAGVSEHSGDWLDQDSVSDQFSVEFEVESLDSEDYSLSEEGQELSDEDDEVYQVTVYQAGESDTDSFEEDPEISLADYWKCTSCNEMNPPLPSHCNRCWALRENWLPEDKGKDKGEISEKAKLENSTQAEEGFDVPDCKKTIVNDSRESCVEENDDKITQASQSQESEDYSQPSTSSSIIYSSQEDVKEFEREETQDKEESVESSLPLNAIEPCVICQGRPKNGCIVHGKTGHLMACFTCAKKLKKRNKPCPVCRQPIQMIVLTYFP
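Assay system: stable mammalian line carrying autodegrading MDM2–luciferase fusion reporter; amount: 2000 cells seeded into each well; buffer or medium: DMEM; benchmarks: plate control and blank wells; signal: luciferase luminescence; timing: 2 h compound exposure at 37 °C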
Runt-CBFb FRET: blocks binding of human RUNX1 Runt domain to CBFb; Cerulean-Runt/Venus-CBFb FRET ratio 530/480, 1 h; inhibition, % at 20 µM; 220,000 compounds, 0.46% hits;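 active = inhibition over about 50% at 20 µM in the single-dose screen, limit read from the data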;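 also: 0% = DMSO wells and 100% = excess unlabeled CBFb competitor control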
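test system = Cerulean-Runt domain fusion protein, energy donor | probe or stimulus = Venus-CBFb binding partner, 100 nM | incubation = two 1 h room-temperature incubations shielded from light | detection = fluorescence energy transfer, 422 nm excitation, 530/480 nm emission | measure = loss of energy transfer signal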
zVAD death inh: L929 zVAD cell death inhibition; 220,000 compounds, 0.38% hits; AID 1377; viability rescue, % at 10 µM; L929 zVAD necroptosis rescue, ATP luminescence, 24 h; with zVAD 60 µM;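 active = activation, scaled between plate controls, above about 75%, limit read from the data; inactive = activation under that limit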;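 also: 0% = zVAD with DMSO and 100% = DMSO alone without zVAD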
EBV gp42 inh: EBV gp42 inhibition | Q1HVG2 | Fluorescence polarization binding assay, mP read-out | inhibition, % (tested at 21.74 µM) | 220,000 compounds, 0.42% hits | AID 1085; in the data active = inhibition above about 50%
Hck-Nef inh: blocks Nef-activated human Hck kinase; 220,000 compounds, 0.68% hits; Recombinant Hck-YEEI plus Nef, Z-Lyte FRET kinase assay; inhibition, % at 20 µM; AID 463187;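 active = Hck-Nef kinase inhibition above about 50%, limit read from the data; inactive = inhibition below that limit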;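 also: 0% = DMSO with Hck plus Nef and 100% = Hck alone without Nef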
Target sequence (P08631 whole entry, looked up): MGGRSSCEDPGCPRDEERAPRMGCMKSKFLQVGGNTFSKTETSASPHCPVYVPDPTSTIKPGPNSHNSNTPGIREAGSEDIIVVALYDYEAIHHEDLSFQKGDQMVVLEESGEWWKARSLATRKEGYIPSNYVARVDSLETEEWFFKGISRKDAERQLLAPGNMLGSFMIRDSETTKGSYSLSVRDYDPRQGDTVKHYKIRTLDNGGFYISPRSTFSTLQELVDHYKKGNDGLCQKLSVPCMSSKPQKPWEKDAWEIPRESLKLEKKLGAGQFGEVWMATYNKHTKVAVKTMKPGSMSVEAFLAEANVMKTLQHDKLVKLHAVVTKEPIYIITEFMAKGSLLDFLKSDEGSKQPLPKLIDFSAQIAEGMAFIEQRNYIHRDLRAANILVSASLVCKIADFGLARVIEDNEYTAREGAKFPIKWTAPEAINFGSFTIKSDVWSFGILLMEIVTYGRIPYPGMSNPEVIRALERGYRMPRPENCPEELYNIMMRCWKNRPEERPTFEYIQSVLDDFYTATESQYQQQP
TbHK1 inh: T. brucei hexokinase 1 inhibition. recombinant TbHK1, G6PDH-coupled NADH A340. inhibition, % at 10 µM. 220,000 compounds, 0.11% hits;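 active = inhibition of 50% or more in the single-dose primary screen; inactive = inhibition below 50%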
NCF1 inh: blocks human p47phox regulatory protein of NADPH oxidases; 220,000 compounds, 0.53% hits; p47phox/p22phox peptide binding, fluorescence polarization, 2 h; AID 1274; inhibition, % at 24.7 µM;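 active = inhibition above about 30%, limit read from the data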;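 also: 0% = p47phox with labelled peptide and 100% = labelled peptide alone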
14-3-3 Bad inh: disrupts binding of bovine 14-3-3 zeta to phospho-Bad peptide; P63103; inhibition, % at 21.7 µM; 220,000 compounds, 0.71% hits; TR-FRET 14-3-3zeta/Dy647-pBad peptide displacement, 1 h;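 active = inhibition above about 70%, limit read from the data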;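 also: 0% = full 14-3-3 plus peptide FRET controls and 100% = background without 14-3-3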
* marks the source's active call; other numbers are inactive results; nt = not tested or not shown; [ ] = dose if it differs, or a comment.

Each structure is followed by: Runt-SMMHC FRET, NCF1 inh, zVAD death inh, Runt-CBFb FRET, EBV gp42 inh, Mdm2 ligase inh, Hck-Nef inh, TbHK1 inh, 14-3-3 Bad inh
CC(C)(C)c1cnnn1-c1ccc(NC(=O)c2ccc(Br)o2)cc1
    2, -15, 1.6, 0, -10, 8, 1, -6, 6
Nn1c(SCc2ccccc2F)nnc1-c1ccccn1
    0, -16, 0.9, 0, -21, -11, 12, -3, 1
O=C(NC(=O)c1ccccc1F)Nc1nc(-c2cccs2)cc(C(F)(F)F)n1
    -6, -12, nt, -9, -1, nt, -5, -4, -17
OC1(C#CCCN2CCCCC2)c2ccccc2-c2ccccc21
    -1, -5, -1.2, 1, -14, 1, 29, 1, 3
O=C(NCc1ccc2c(c1)OCO2)c1sccc1Br
    2, -6, 0.3, 0, -15, -20, 13, -2, -8
COc1ccc(NC(=O)CN2CCC3(O)CCCCC3C2c2ccccc2OC)cc1 (centres undefined)
    3, -15, 0.6, 28, 0, -15, 0, 3, 37[fluorescence artefact?]
O=c1c(-c2ccnn2-c2cccc(Cl)c2)cnc2n1CCS2
    -1, -21, 0.3, -1, 10, -12, -2, -13, 1
O=C(NCc1ccco1)c1ccc(Cl)s1
    0, nt, -0.2, 1, 3, 11, 5, -7, -7
Cc1cc(C(=O)N2CCN(Cc3ccccc3)CC2)on1
    1, -5, -0.9, 0, -10, -9, 1, -4, -3
CCCN1C(=O)c2ccccc2NC1c1ccc(OC)cc1O (centres undefined)
    -12, -7, 1.8, 1, -18, 19, 2, -3, 26
CCCCCn1c(=O)[nH]c2cc(C(=O)N3CCN(Cc4ccc5c(c4)OCO5)CC3)ccc2c1=O
    1, -9, 0.0, -2, 2, -36, -1, -10, -3
CN(c1ccccc1)S(=O)(=O)c1ccc(Cl)c(C(=O)OCC(=O)NC2CCS(=O)(=O)C2)c1 (centres undefined)
    0, 3, 0.2, -1, 6, -14, -11, -7, -5
N#CC1=C2SCN(c3ccc(F)cc3)CN2C(=O)CC1c1cccc(F)c1 (centres undefined)
    26, -6, -0.2, 14, -23, -13, 1, -16, 3
Cn1c(SCC(=O)N/N=C/C=C\c2ccco2)nc2ccccc21
    -2, -6, -0.3, 1, -1, 0, -1, -64, 4[fluorescence artefact?]
CCCCNC(=O)C1CCN(S(=O)(=O)c2cnc[nH]2)CC1
    2, -8, 0.7, 0, -8, -10, -2, -2, -3
COC(=O)CSc1nccc(C)n1
    2, -8, 0.4, 1, -14, -7, 10, -3, 0
O=C(Cn1cnc2scc(-c3ccc(Br)cc3)c2c1=O)N1CCOCC1
    2, -8, 1.9, -1, -1, -19, 3, 0, -4
C=CCn1c(SCc2ccc(F)cc2)nnc1-c1sc2nc(C)cc(C)c2c1N
    32, -7, 0.1, 8, -7, 1, -4, -20, -1
O=S(=O)(c1cccs1)N1CCN(C/C=C/c2ccccc2)CC1
    0, -19, -0.5, 1, -24, 2, -1, -3, 3[fluorescence artefact?]
Cc1nn(C(C)C(=O)NNC(=S)Nc2ccc(Cl)cc2)c(C)c1[N+](=O)[O-] (centres undefined)
    5, -11, 0.5, 4, -27, nt, 2, -4, -14[fluorescence artefact?]
CC1Cc2ccccc2N1C(=O)CSc1nnc(CSc2ncccn2)n1C (centres undefined)
    0, -4, 0.9, -2, -22, -20, 3, 2, 3
CCOC(=O)c1csc(NC(=O)CSc2nnc(C3CC3)n2C)n1
    5, -8, -0.1, 1, 2, -9, 0, 1, 5[fluorescence artefact?]
Cn1cc(CN2CCCCC2CO)c(-c2ccc(Oc3ccccc3)cc2)n1 (centres undefined)
    5, -7, 0.5, -2, -7, 0, 9, -2, -15
CCOC(=O)c1cccc(NC(=O)Cn2c(CC(=O)NC)nc3ccccc32)c1
    -3, -5, 0.6, -1, -89, -7, 1, -3, -8
NC(=O)C1CCN(c2ccc(S(=O)(=O)N3CCC(Cc4ccccc4)CC3)cn2)CC1
    1, -9, 0.5, 0, -5, 0, 19, 2, 10
Clc1ccc(-c2cc(CSc3ccccc3)on2)cc1
    -10, -2, 0.6, -1, -7, -14, 2, 5, 2
CCN(CC)CC(=O)Nc1ccc2c(c1)Nc1ccccc1CC2
    3, -12, 84*, 4, -2, -15, 1, 1, -3
Cc1nc(SCC(=O)c2ccc(Cl)cc2)c([N+](=O)[O-])[nH]1
    0, -7, 0.1, -2, -20, 6, 1, -9, 5
COc1cccc(OCCCCN2CC(C)OC(C)C2)c1 (centres undefined)
    -2, -5, -0.8, 2, -3, 22, 1, 3, 25[fluorescence artefact?]
CCOC(=O)C1CCCN(C(=O)c2ccc3c(=O)n(CCOC)c(=S)[nH]c3c2)C1 (centres undefined)
    -3, -17, 0.0, -1, -2, nt, -1, -12, -12

Some of these compounds in order of their number in TbHK1 inh, largest number first:
molecule	TbHK1 inh
NC(=O)C1CCN(c2ccc(S(=O)(=O)N3CCC(Cc4ccccc4)CC3)cn2)CC1	2
O=C(Cn1cnc2scc(-c3ccc(Br)cc3)c2c1=O)N1CCOCC1	0
Cc1nn(C(C)C(=O)NNC(=S)Nc2ccc(Cl)cc2)c(C)c1[N+](=O)[O-] (centres undefined)	-4

Further records:
Each structure is followed by: Runt-SMMHC FRET, NCF1 inh, zVAD death inh, Runt-CBFb FRET, EBV gp42 inh, Mdm2 ligase inh, Hck-Nef inh, TbHK1 inh, 14-3-3 Bad inh
O=S(=O)(c1ccccc1)c1ncc(C(F)(F)F)cc1Cl
    2, 1, -1.1, 1, 3, -5, 20, -9, -5
Cc1nc(SC(C(=O)c2ccccc2)c2ccccc2)n[nH]1 (centres undefined)
    3, -4, -0.3, 2, -1, -13, 1, -8, 12
Cc1ccsc1C(=O)NNC(=O)C1C2C=CC(C2)C1C(=O)O (centres undefined)
    -4, -11, 0.1, 0, -12, 18, 1, -2, 6
CC(=O)c1cccc(NC(=O)c2ccc(-c3ccccc3[N+](=O)[O-])o2)c1
    -5, -15, 4.4, -2, 4, -4, 3, 28, -14
CCOC(=O)c1c(NC(=O)C2CC2)sc2c1CC(C)(C)OC2
    -1, 1, -1.1, 0, -8, nt, 13, -10, 91*
C=CCNC(=O)/C(=C\C=C\c1ccccc1)NC(=O)c1ccccc1Cl
    0, 8, 0.2, 0, 3, -9, -2, -26, 4
CC(=O)c1ccc(N(C)C)c2c(N(C)C)cccc12
    -7, 17, -0.7, 1, 11, -7, 6, -4, 12
O=C(COC(=O)c1cc(S(=O)(=O)NCc2ccccc2)ccc1O)NCc1ccccc1
    2, 2, 0.0, 0, -12, -12, -21, 10, -4
CCOc1ccc(-c2nc(S(=O)(=O)c3ccccc3)c(N3CCOCC3)o2)cc1
    1, -5, 1.2, 0, -2, -3, -3, -7, 2
CCOCCCn1c(SCC(=O)/C(C#N)=C(\C)N)nc2ccccc2c1=O
    3, 1, 5.4, -1, -19, -2, 2, 2, 16[fluorescence artefact?]
C=CCN1C(=O)/C(=C/C(=O)OC)S/C1=N\NC(=O)c1ccccc1
    -3, -4, -0.8, -2, 1, 3, -4, -25, -7
CC1CCCN(Cc2cnc(Cl)s2)C1 (centres undefined)
    3, -1, 0.5, 2, -14, -16, 3, -5, 8
O=C1OC(/C=C/c2ccccc2)=NC/1=C/C=C/c1ccccc1
    -71, -20, 1.4, -6, -23, 3, 11, 1, 0
O=C(c1ccccc1)C(Sc1ncn[nH]1)c1ccccc1 (centres undefined)
    0, -6, 0.4, 7, 2, -10, 2, 3, -1
COc1ccc(OCC(=O)Nc2cccc(-c3nc4ccccc4[nH]3)c2)cc1
    2, -16, 2.6, -2, -12, 7, 2, 4, 4
CSc1nc(N2CCN(c3ccccc3)CC2)cc(N2CCN(c3ccccc3)CC2)n1
    1, -3, 45, 2, -13, 5, 20, 0, -3
Cc1cccc(N=C2NC(=O)/C(=C/c3cn(C)c4ccccc34)S2)c1
    -32, -66, 4.5, 11, -20, -6, -2, -5, 2
O=C(Cn1cnc2c(nnn2Cc2ccccc2)c1=O)N1CCN(c2ccccc2)CC1
    -2, 7, -0.7, 2, 7, -8, -6, 0, 6
CCOc1ccc(NC(=S)NC(=O)c2c(Br)cnn2C)c([N+](=O)[O-])c1
    4, -2, 1.0, 3, 2, -2, -2, -1, 6
Cc1ccc(S(=O)(=O)N2CCN(C(=O)COC(=O)c3c(C)noc3C)CC2)c(C)c1
    2, -4, 0.4, 1, 0, nt, 36, -8, 2
CC1(C)OC(=O)C(=Cc2ccc(-c3ccc(S(N)(=O)=O)cc3)o2)C(=O)O1
    18, -5, 6.4, 8, -14, 0, 58*, -12, -27
COCCNC(=O)/C(C#N)=C\c1ccc(CNC(=O)C(=O)Nc2ccc(C)c(C)c2)o1
    2, -14, 2.3, -1, 0, nt, 7, -21, -9
CC(C)c1ccc(NC(=O)COc2nncc3ccccc23)cc1
    -7, -12, 1.6, -1, -8, -12, 4, -6, 0
CN(c1ccccc1C(=O)Nc1ccc(S(=O)(=O)N2CCOCC2)cc1)S(C)(=O)=O
    1, -8, 0.1, 0, 7, -14, -2, 6, 12[fluorescence artefact?]
Cc1ccc(S(=O)(=O)N(C)C)cc1NC(=O)[C@H](Cc1ccccc1)N1C(=O)c2ccccc2C1=O
    -1, -24, 0.9, 1, -19, -6, 6, -2, 1
COc1ccc(C(C)(C)C)cc1NC(=O)COC(=O)c1cnc(C)cn1
    -1, 3, 0.3, -4, -10, -7, 3, 0, -5
CN(c1ccccn1)c1ncnc2[nH]ncc12
    -7, -4, 0.4, 0, -12, 2, 5, -7, -2
O=C(CC1S/C(=N/N=C/c2c[nH]c3ccccc23)NC1=O)Nc1ccccc1 (centres undefined)
    -3, 6, 0.8, -1, -4, 9, 1, -10, -8
CN(C)/N=C/c1ccc([N+](=O)[O-])cc1[N+](=O)[O-]
    20, -4, 0.1, 48, -8, -19, 25, -2, -2
CCN(CC)CCNC(=O)C(C)c1nn(C)c(=O)c2ccccc12 (centres undefined)
    -1, -9, 0.0, nt, 0, 2, 1, 0, -11
